TCR activator = Activators of T cell receptors: qHTS campaign; primary human leukocytes, anti-CD3, IL-2 HTRF, 48 h; Potency, µM (titrated, usually from 9.22 µM), without a hit: at the top dose activation of IL-2 secretion, actives largely listed as activators; 330,000 tested, under 10 active; further: % of control where 0% means no effect
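48 hr co-incubation of compounds, a-CD3 beads and primary human leukocytes; IL-2 quantified homogeneously by HTRF with anti-IL-2 K and d2 conjugates.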
ELG1 DNA repair = qHTS screen for small molecules that inhibit ELG1-dependent DNA repair in human embryonic kidney (HEK293T) cells expressing luciferase-tagged ELG1; 330,000 tested, 2.3% active; AID 504467, 2011; Potency, µM (series often up to 46.1 µM), without a hit: top-dose activity change, negative = inhibition, most hits filed as inhibitors; HEK293T ELG1-luciferase reporter, luminescence, 16 h; DNA damage induced by 5-fluorouridine; further: potency means the concentration at half of the fitted maximal effect; on the % scale 0 is the no-effect control and ±100 the full control effect; nearly all actives have a fitted effect of over 55% in size
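DMSO vehicle served as the neutral condition. Each well held 2,000 cells given 5-fluorouridine plus compound; after 16 hr at 37 °C/5% CO2, ONE-Glo was added and luciferase measured 30 min later.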
S-ASM inh = Inhibitors of Secretory Acid Sphingomyelinase (S-ASM): qHTS | placental ASM, HMU-PC fluorogenic substrate, 60 min | 340,000 tested, 0.006% active | Potency, µM (top dose mostly 57.5 µM), inactives show at the top dose activity change, negative = inhibition, usual class: inhibitors; further: potency means the concentration at half of the fitted maximal effect
Target sequence (P17405 47-631 limits assumed): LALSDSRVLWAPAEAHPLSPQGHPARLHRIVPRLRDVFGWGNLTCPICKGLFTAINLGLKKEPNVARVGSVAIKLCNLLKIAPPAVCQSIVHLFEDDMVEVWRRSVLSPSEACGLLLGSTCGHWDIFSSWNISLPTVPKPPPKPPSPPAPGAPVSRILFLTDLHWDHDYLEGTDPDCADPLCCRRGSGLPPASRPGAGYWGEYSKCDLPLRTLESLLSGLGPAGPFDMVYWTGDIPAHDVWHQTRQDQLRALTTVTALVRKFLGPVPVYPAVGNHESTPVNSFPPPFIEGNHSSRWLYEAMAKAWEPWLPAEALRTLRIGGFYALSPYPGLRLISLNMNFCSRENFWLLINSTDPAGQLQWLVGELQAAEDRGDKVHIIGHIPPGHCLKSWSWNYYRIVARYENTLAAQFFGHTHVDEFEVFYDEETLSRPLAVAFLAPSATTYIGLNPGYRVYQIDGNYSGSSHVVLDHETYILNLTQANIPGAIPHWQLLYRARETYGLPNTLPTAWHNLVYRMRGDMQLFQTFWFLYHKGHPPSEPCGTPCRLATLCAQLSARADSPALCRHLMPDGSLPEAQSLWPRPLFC
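Steps: dispense placental human ASM, pin compound, wait 10 min at room temperature, add HMU-PC0 substrate at 9 uM final, incubate 60 min at 37 °C, add stop solution raising pH to 10, read fluorescence.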
TSG101-PTAP inh = qHTS Assay for Iinhibitors of HIV-1 Budding by Blocking the Interaction of PTAP/TSG101; Tumor susceptibility gene 101 protein (Homo sapiens), Q99816; Fluorescence polarization, FITC-PTAP peptide / Tsg101 binding; Potency, µM (titrated, usually from 115 µM), inactives show at the top dose activity change, negative = inhibition, actives largely listed as inhibitors; 340,000 tested, under 10 active; AID 493005, 2010; active means well fitted inhibition curve with a large enough effect in the main read-out, with a control signal flat, not every such curve was filed as active; inconclusive means small, poorly fitted or top-dose-only effect, or effect the other way, or a change in a side signal; inactive means no such curve, though single readings can be large or run the other way; further: potency means the concentration at half of the fitted maximal effect; % of control where 0% means no effect
Target sequence (Q99816 whole entry, looked up): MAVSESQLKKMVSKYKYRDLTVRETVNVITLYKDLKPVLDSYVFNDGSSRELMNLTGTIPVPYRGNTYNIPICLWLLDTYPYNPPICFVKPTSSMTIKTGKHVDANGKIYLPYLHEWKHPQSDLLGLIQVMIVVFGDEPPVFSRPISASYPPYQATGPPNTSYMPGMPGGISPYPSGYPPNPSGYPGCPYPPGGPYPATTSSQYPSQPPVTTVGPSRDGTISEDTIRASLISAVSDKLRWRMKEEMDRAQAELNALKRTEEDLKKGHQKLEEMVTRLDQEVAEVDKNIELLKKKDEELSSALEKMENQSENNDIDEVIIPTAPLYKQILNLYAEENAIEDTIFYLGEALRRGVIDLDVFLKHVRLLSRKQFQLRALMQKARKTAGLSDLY
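Fluorescence polarization binding of Tsg101 binding domain (10 uM final) to FITC-labeled PTAP peptide (50 nM final) in HEPES pH 7.5 buffer with NaCl, Tween 20, EDTA, TCEP. Compounds added before peptide; binding 20 min at RT.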
TSHR antag = Antagonists of the Thyroid Stimulating Hormone Receptor: HTS campaign | Thyrotropin receptor (Homo sapiens), P16473 | activity change, negative = inhibition, % at 11.5 µM | 330,000 tested, 0.2% active | TSHR-expressing cells, TSH-stimulated cAMP HTRF, 2 h; active compounds read low;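 active means activity change below a set negative limit, meaning inhibition stronger than a set level, cut at about -70% in these data; inconclusive means activity change between two set negative limits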; further: on the % scale 0 is the no-effect control and ±100 the full control effect
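Antagonism was scored as loss of TSH-driven cAMP in TSHR cells, stimulated with 4nM TSH (EC80) for 2 hours at 37 deg C and detected by homogeneous HTRF competition immunoassay.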
A-T KAP1 phos = qHTS Assay for Identifying a Potential Treatment of Ataxia-Telangiectasia | […] A-T fibroblasts, KAP-1 phosphorylation AlphaLISA; neocarzinostatin DNA damage 30 min before lysis | Potency, µM (doses to about 57.5 µM), for inactives: at the top dose activation, actives largely listed as activators | 320,000 tested, 0.19% active | AID 485349, 2010; further: potency means the concentration at half of the fitted maximal effect; % of control where 0% means no effect; nearly all actives have a fitted effect of over 45% in size
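hTERT-immortalized A-T patient fibroblasts ([…]), 500 cells/well in OPTI-MEM, 1% FBS, got compounds for 60 min, then NCS for 30 min at 37C. Lysates were then assayed for phospho-KAP-1 by AlphaLISA (anti-pKAP1 donor, anti-KAP1 acceptor beads), 6 hr at 25C.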
Eya2 inh = qHTS Assay for Inhibitors of the Phosphatase Activity of Eya2; Protein phosphatase EYA2 (Homo sapiens), O00167; recombinant Eya2, OMFP fluorescence dephosphorylation (OMFP is methylfluorescein phosphate); Potency, µM (highest dose often 76.9 µM), inactives show top-dose activity, negative = inhibition, most hits filed as inhibitors; 330,000 tested, 0.006% active; further: potency means the concentration at half of the fitted maximal effect; on the % scale 0 is the no-effect control and ±100 the full control effect
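Eya2 protein (added as 0.2 uM solution) was preincubated with compound for 10 min at ambient temperature in 50 mM HEPES pH 7.5, 50 mM NaCl, 5 uM MgCl2, 0.05% BSA, 1 mM DTT. OMFP (added at 50 uM) then reacted 10 min; fluorescence read at 485/525 nm.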
Integrin act MD = qHTS for Activators of Integrin-Mediated Alleviation for Muscular Dystrophy. 350,000 tested, 0.064% active. AID 624291, 2012. alpha7betagal myoblasts, beta-gal FDG fluorescence, 48 h. Potency, µM (highest dose often 38.3 µM), for the others: top-dose activation, hits mostly activators;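 further: potency means the concentration at half of the fitted maximal effect; 100% = response of the positive control SU9516; nearly all actives have a fitted effect of over 60% in size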
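Alpha7betagal+/- myoblasts (passage 13) were plated 16-24 hr, then exposed to compounds (1:260 dilution of DMSO stock) for 48 hours at 37C. After MPER lysis, β-galactosidase reporter activity was read as FDG fluorescence (ex 480/em 540) after 30 minutes.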
Tb PFK block = qHTS Assay to Find Inhibitors of T. brucei phosphofructokinase | Potency, µM (series often up to 57.5 µM), without a hit: at the top dose activity, negative = inhibition, usual class: inhibitors | AID 485367, 2010 | 330,000 tested, 0.17% active | T. brucei PFK, ADP-Glo luminescence | ATP-dependent 6-phosphofructokinase (Trypanosoma brucei brucei), O15648;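 further: potency means the concentration at half of the fitted maximal effect; 0% = uninhibited 1x PFK enzyme wells and -100% = no-enzyme wells; nearly all actives have a fitted effect of over 60% in size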
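In TEA buffer at pH 8.0 with 5 mM MgCl2, enzyme (1.25 nM) converted F6P (0.5 mM) and ATP (0.1 mM) for 45 min at room temperature. ADP product was read by luciferase luminescence.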
Mito fusion act = qHTS Assay for Small Molecule Inhibitors of Mitochondrial Division or Activators of Mitochondrial Fusion; S. cerevisiae fusion-defective mutant growth rescue, CellTiterGlo 48 h; Potency, µM (highest dose often 46.1 µM), for inactives: at the highest dose growth rescue (activation), hits mostly activators; 320,000 tested, 0.23% active; AID 485298, 2010;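 further: potency means the concentration at half of the fitted maximal effect; % of control where 0% means no effect; nearly all actives have a fitted effect of over 45% in size; temperature-sensitive fusion mutants such as fzo1-1 at 37 °C on non-fermentable ethanol glycerol medium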
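S. cerevisiae fusion-defective temperature-sensitive mutants (e.g. fzo1-1, mgm1-5) grown 48 h at 37C in YPEG (ethanol/glycerol non-fermentable) medium with 23 nl compound per well; growth rescue read as CellTiterGlo luminescence.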
BCR signal inh = qHTS Assay to Find Inhibitors of Chronic Active B-Cell Receptor Signaling | ABC-DLBCL IkBa-CBG/CBR reporter, luminescence ratio, 4 h | Potency, µM (series often up to 46.1 µM), for the others: at the highest dose ratio change, negative = lower green/red ratio, most hits filed as inhibitors | 340,000 tested, 0.05% active | AID 493014, 2011; active means well fitted inhibition curve with a large enough effect in the signal ratio, with a control signal flat, not every such curve was filed as active; inconclusive means small, poorly fitted or top-dose-only effect, or effect the other way, or a change in a side signal; the % refers to the signal ratio;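 further: potency means the concentration at half of the fitted maximal effect; plate controls were basal doxycycline-induced cells for no effect and cells given 10 µM MG132 for full effect; MG132 reads +100%, hits lower the ratio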
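Cell line TMD8 (human ABC DLBCL), stably expressing tet-inducible CBG68-IkBa fusion and CBR; IMDM/0.5% FBS; cpd up to 46 uM; dox induction, 4 h, 37C/5% CO2; dual luminescence; green/red ratio; MG132 control.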
An asterisk follows results filed as active; ? = inconclusive; / = not tested or not shown; [ ] = remark or other dose. Unless noted, the call rests on the fitted dose curve; in most records, active means well fitted curve in the direction sought with a large enough effect; inconclusive means small, poorly fitted or top-dose-only effect, or another doubt; inactive means no such curve, though single readings can be large; an effect the other way counts as inactive or inconclusive.

smiles,ELG1 DNA repair,BCR signal inh,S-ASM inh,Integrin act MD,TCR activator,TSHR antag,Mito fusion act,A-T KAP1 phos,Tb PFK block,Eya2 inh,TSG101-PTAP inh
COc1cc(Cn2cnnn2)ccc1O,2.8%,-10.9%,7.3%,4.2%,2.5%,13.7,1.2%,-3.1%,3.1%,-5.6%,0.3%
Cc1cccc(OCCN2CCOCC2)c1C,8.6%,-4.4%,1.2%,-15.7%,6.8%,-3.3,2.1%,4.9%,3.3%,-5.5%,0.1%
CCc1ccc(C(=O)COC(=O)CNC(=O)c2cccs2)cc1,-8.3%,?,-1.6%,2.0%,6.0%,-0.7,0.6%,4.5%,2.4%,9.5%,-1.2%
Brc1ccccc1C1=Nn2c(nnc2-c2ccco2)SC1,-4.7%,-7.2%,-20.6%,5.3%,7.0%,1.1,8.3%,-10.5%,1.2%,?,-4.3%
Cc1ccc(C(=O)Nc2cc([N+](=O)[O-])ccc2C)cc1,10.3%,7.9%,-1.6%,-7.8%,6.0%,-7.5,2.7%,-0.9%,-10.8%,12.3%,0.8%
FC(F)(F)c1nc2ncc(Cl)cc2[nH]1,?,10.0%,0.1%,-2.9%,/,-3.1,22.4%,7.1%,-20.2%,13.3%,/
CCCn1c(SCC#N)nc2c(c1=O)C1(CCCC1)Cc1ccccc1-2,-27.6%,18.3%,-8.1%,-2.9%,-1.9%,-2.1,6.2%,2.7%,0.9%,-11.3%,-2.6%
O=C(COC(=O)c1cccc(Oc2ccccc2)c1)NCc1ccco1,1.6%,-22.7%,-9.4%,-35.8%,3.9%,-6.8,2.7%,4.7%,0.5%,-20.0%,-7.1%
O=C(Nc1ccc2sccc2c1)c1cccc(N2C(=O)CCC2=O)c1,?,?,-3.8%,0.3%,-0.4%,-2.1,0.5%,-0.5%,-5.7%,6.4%,0.3%
Cc1ccc(NC(=O)Cn2nnc(C(=O)NCc3cccs3)c2N)c(C)c1,?,-4.7%,-1.6%,16.7%,-2.7%,1.1,-10.2%,0.9%,-4.2%,-2.5%,6.1%
O=C(COc1ccc(Cl)c(Cl)c1)NC1CCS(=O)(=O)C1 (centres undefined),?,-5.5%,-1.5%,10.5%,-6.4%,4.1,-4.1%,0.5%,-26.7%,11.6%,-1.9%
Cc1cc(/C=C2/NC(=O)NC2=O)c(C)n1-c1sc2c(c1C#N)CCCC2,?,?,-7.7%,-21.6%,3.0%,16.9,13.1%,0.2%,3.1%,10.7%,-6.3%
Cc1cccc(OCC(=O)N/N=C2/SCC(=O)N2Cc2ccco2)c1,-4.5%,5.8%,-4.1%,9.0%,6.5%,-1.3,-7.0%,-1.7%,-0.4%,-10.0%,1.8%
O=C(CN1C(=O)NC2(CCc3ccccc32)C1=O)Nc1ccc(N2CCOCC2)cc1 (centres undefined),-1.8%,15.6%,0.7%,10.4%,-1.9%,-0.3,-2.0%,4.0%,-0.4%,16.2%,-4.0%
COc1cccc(CC(=O)OCC(=O)NC(Cc2ccccc2)C(C)=O)c1 (centres undefined),17.8%,-0.7%,-6.3%,-4.7%,4.3%,-4.5,-4.0%,3.1%,-1.1%,2.4%,-3.3%
COc1cc2c(cc1CNC[C@H]1O[C@@H](n3cnc4c(N)ncnc43)[C@H](O)[C@@H]1O)OCO2,7.7%,-5.1%,4.4%,4.3%,-6.4%,-0.7,/,17.7%,0.0%,-1.5%,0.5%
Cc1nc(NC(=O)C2CCCCC2)sc1C,?,?,-1.6%,1.2%,0.4%[46.1 µM],-2.4,5.0%,2.3%,9.1%,-2.7%,1.7%
COc1cccc2cc(C(C)N(CCCN3CCOCC3)C(=S)Nc3cc(C)ccc3C)oc12 (centres undefined),2.8%,3.1%,2.3%,15.3%,-2.8%,7.5,1.5%,1.1%,-0.2%,-8.9%,-2.5%
O=C(Cc1ccc(Cl)cc1Cl)NC1CCCCCC1,8.0%,8.3%,-2.3%,19.1%,-6.6%,-10.9,3.1%,11.8%,-1.8%,?,-4.3%
CCCCCOC(=O)NCC(O)c1ccccc1 (centres undefined),?,?,-2.3%,11.3%,4.5%,40.2,5.9%,5.2%,7.1%,-3.0%,1.3%
CC(=O)c1ccc(N(CC(=O)NC2CCCCC2)C(=O)c2csnn2)cc1,?,0.1%,4.9%,0.0%,-3.4%,4.0,13.9%,-3.2%,-1.0%,-2.0%,0.6%
COc1ccc2cc(C(=O)C3CCCN(C(=O)CCc4ccccn4)C3)ccc2c1 (centres undefined),?,-11.2%,17.5%,-8.6%,2.8%,-1.1,2.5%,-0.1%,0.2%,-8.0%,2.8%
COc1cccc(OCc2cc(/C=N/Nc3ccc(C(=O)O)cc3)ccc2OC)c1,?,?,20.7%,4.1%,2.3%,9.5,-2.8%,42.3%,-1.8%,-8.1%,-7.1%
CS(=O)(=O)N(CC(=O)NCc1ccccc1)c1ccc(Cl)cc1,?,-2.1%,0.0%,-5.3%,-25.8%,-3.9,0.7%,0.9%,1.2%,8.2%,-0.9%
CCCC(=O)Nc1nnc(SCC(=O)NCc2cccs2)s1,1.5%,0.7%,0.8%,-18.9%,10.4%,-0.2,0.6%,-7.7%,2.0%,9.8%,-2.3%
COc1ccc2sc(-c3ccc(S(C)(=O)=O)cc3)c(C#CCO)c2c1,?,9.4%,37.4%,-16.8%,10.1%,-77.6*,/,12.9%,2.4%,11.0%,0.0%
CC(C)(Oc1ccc(Cl)cc1)C(=O)NCc1n[nH]c(=O)c2ccccc12,-7.0%,?,-3.6%,-4.7%,15.7%,-9.0,6.7%,-2.1%,-11.3%,5.9%,-7.9%
CCOC(=O)C1(Cc2cccc(Cl)c2)CCCN(C(=O)c2cc(C(C)C)nn2C)C1 (centres undefined),-10.0%,?,0.0%,-22.3%,-4.1%,11.6,2.8%,16.9%,-17.8%,-10.6%,-4.7%
COc1ccc(-c2cc(-c3cccs3)c(C#N)c(SCC(=O)NCc3ccccc3OC)n2)cc1,?,11.2%,228.8%[activator],3.5%,-0.1%,33.2,0.3%,-6.5%,2.7%,15.6%,1.0%
Cc1ccccc1Nc1nc(N)nc(COC(=O)c2ccc([N+](=O)[O-])o2)n1,22.0%,0.2%,-1.7%,-8.1%,1.7%,-5.9,-1.8%,6.2%,-1.1%,-15.3%,-4.0%
COc1cc(OC)c(C#N)c(S(=O)Cc2ccccc2)c1 (centres undefined),-7.2%,-1.0%,-1.7%,-29.1%,4.4%,-4.0,-2.0%,-0.7%,2.4%,-16.8%,-7.1%
Cc1ccc(C)c(/C=N/n2cc(-c3ccccc3)[nH]c2=S)c1,?,-0.7%,-6.4%,-15.0%,-2.3%,-8.8,-0.2%,4.9%,-21.8%,1.4%,-0.2%
CN(C)c1ccc(NC(=O)Nc2cccc(Cl)c2)cc1,?,?,-2.6%,5.0%,-9.7%,0.5,3.4%,2.4%,-18.7%,-13.5%,-2.2%
